Hck-Nef inh = human Hck-Nef kinase inhibition. P08631. Recombinant Hck-YEEI plus Nef, Z-Lyte FRET kinase assay. inhibition, % at 20 µM. actives 0.68% (n = 220,000);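 active = Hck-Nef kinase inhibition above about 50%, limit read from the data; inactive = inhibition below that limit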;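 also: 0% = DMSO with Hck plus Nef and 100% = Hck alone without Nef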
Runt-SMMHC FRET = Runt domain-CBFb-SMMHC interaction inhibition; inhibition, % at 20 µM; AID 1434; Q01196+Q13951; Cerulean-Runt/Venus-CBFb-SMMHC FRET ratio 530/480, 1 h; actives 0.74% (n = 220,000);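 active = mean inhibition across duplicate retests at 20 µM reaching about 50%, limit read from the data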;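 also: 0% = DMSO wells and 100% = wells with excess untagged CBFb-SMMHC; inhibitors lower the FRET ratio by blocking Runt binding to CBFb-SMMHC; some results filed as inactive read as strong as hits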
Target sequence (Q01196 whole entry, looked up, the tested form may be a part): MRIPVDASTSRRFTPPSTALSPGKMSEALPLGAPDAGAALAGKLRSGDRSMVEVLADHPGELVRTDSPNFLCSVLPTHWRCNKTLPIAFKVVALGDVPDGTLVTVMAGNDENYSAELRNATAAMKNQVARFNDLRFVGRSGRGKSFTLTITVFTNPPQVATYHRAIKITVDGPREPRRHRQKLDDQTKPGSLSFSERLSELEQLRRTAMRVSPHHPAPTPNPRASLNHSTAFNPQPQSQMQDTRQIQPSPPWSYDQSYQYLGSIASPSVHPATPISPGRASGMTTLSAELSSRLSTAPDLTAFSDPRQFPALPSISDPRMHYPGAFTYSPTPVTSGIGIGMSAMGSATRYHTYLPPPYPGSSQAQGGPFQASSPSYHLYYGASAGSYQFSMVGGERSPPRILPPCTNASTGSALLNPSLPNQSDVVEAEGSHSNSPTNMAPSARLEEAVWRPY
Target sequence (Q13951 whole entry, looked up, the tested form may be a part): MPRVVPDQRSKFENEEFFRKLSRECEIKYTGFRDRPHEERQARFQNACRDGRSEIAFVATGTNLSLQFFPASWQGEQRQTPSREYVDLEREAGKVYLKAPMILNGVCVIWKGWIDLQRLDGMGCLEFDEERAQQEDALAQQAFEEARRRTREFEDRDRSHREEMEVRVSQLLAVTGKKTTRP
NPY Y1 blocker = antagonists of human neuropeptide Y receptor Y1. AID 1040. HEK293-CNG Y1 cells, membrane potential fluorescence; NPY at EC95, then isoproterenol. inhibition, % at 3.6 µM. actives 1% (n = 200,000). P25929;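 active = inhibition above the campaign mean inhibition of all tested compounds plus 3 SD, cut at about 20% in these data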;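 also: 0% = DMSO wells given NPY plus isoproterenol and 100% = isoproterenol alone without NPY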
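System: HEK293 cells with Y1 receptor plus CNG channel / Probe or stimulus: NPY 25 nM then isoproterenol 1 µM plus Ro 20-1724 25 µM / Compound: one concentration, 3.6 µM, in 0.4% DMSO / Schedule: compound incubation 1 h at room temperature, readout 45 min post-stimulation / Measured by: membrane potential fluorescence / Read-out: % inhibition of NPY effect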
Mdm2 ligase inh = inhibitors of human Mdm2 E3 ubiquitin ligase. signal enhancement, % at 5 µM. actives 0.11% (n = 210,000). cell-based MDM2 ubiquitination luciferase reporter, 2 h; 0 = plate control, 100 = twice control, blank-subtracted. Q00987;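 active = signal enhancement of 30% or more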;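 also: luminescence tracks abundance of the self-degrading MDM2-luciferase fusion protein; higher signal means inhibition of MDM2 E3 ligase activity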
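Material: stable MDM2–luciferase fusion reporter cells / Quantity: 2000 cells/well / Dosing: single 5 µM compound dose, 0.2% final DMSO / Buffer or medium: DMEM / Schedule: 4 h cell settling then 2 h compound exposure, 37 °C / Detection: luminescence with SteadyLite reagent, 15 min at room temperature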
p97 inhibitor = human p97 ATPase inhibition. recombinant p97 ATPase, Kinase-Glo ATP luminescence, 3 h. inhibition, % at 8 µM. actives 0.42% (n = 220,000); in the data active = inhibition above about 15%;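 also: 0% = DMSO vehicle and 100% = wells lacking enzyme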
Runt-CBFb FRET = blocks binding of human RUNX1 Runt domain to CBFb | Q01196+Q13951 | Cerulean-Runt/Venus-CBFb FRET ratio 530/480, 1 h | inhibition, % at 20 µM | actives 0.46% (n = 220,000);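 active = inhibition over about 50% at 20 µM in the single-dose screen, limit read from the data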;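 also: 0% = DMSO wells and 100% = excess unlabeled CBFb competitor control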
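Reagent – Venus-CBFb binding partner, 100 nM · Assay system – Cerulean-tagged RUNX1 Runt domain (FRET donor) fusion protein · Input – 100 nM per protein · Incubation – two 1 h room-temperature incubations shielded from light · Measured by – FRET fluorescence · Medium – Tris buffer pH 7.5 with salts and BSA · Benchmarks – unlabeled CBFb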
NPY1 pot ag = potentiates or activates human NPY-Y1 receptor | activation, % at 3.6 µM | NPY-Y1 expressing cells, potentiator/agonist activation | actives 0.37% (n = 220,000); in the data active = activation above about 33%, passing the limit was not always enough;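 also: cells stimulated with NPY at EC10 then isoproterenol at EC100; 0% = low agonist plus stimulus and 100% = saturating agonist plus stimulus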
RBBP9 inhibitor = blocks human serine hydrolase RBBP9. O75884. recombinant RBBP9, FP-Rh probe fluorescence polarization. inhibition, % at 7.94 µM. actives 0.2% (n = 220,000). AID 1515;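 active = inhibition above the campaign mean of all tested compounds plus 3 SD, cut at about 14% in these data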;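 also: plate controls were DMSO wells with RBBP9 for no effect and wells lacking RBBP9 protein for full effect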
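Assay system: recombinant human RBBP9; Reagent: Serine-hydrolase probe FP-Rh, 375 nM pre-mixing; Doses: 7.94 µM single dose, 0.794% DMSO; Incubation: 30 min then 45 min, 25 °C; Detection: fluorescence polarization (mP), excitation 525 nm, emission 598 nm; Evaluation: percent inhibition from mP, scaled between DMSO and no-protein wells.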
NPY2 pot ag = potentiators or agonists of human neuropeptide Y receptor Y2; P49146; cells expressing NPY-Y2, potentiator/agonist read-out; activation, % at 3.6 µM; actives 0.45% (n = 220,000); in the data active = activation above about 27%;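 also: cells stimulated with NPY near EC25 plus isoproterenol at EC100; 0% = vehicle plus submaximal agonist and 100% = vehicle plus saturating agonist; some results beyond the cut were filed as inactive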
Target sequence (P49146 whole entry, looked up): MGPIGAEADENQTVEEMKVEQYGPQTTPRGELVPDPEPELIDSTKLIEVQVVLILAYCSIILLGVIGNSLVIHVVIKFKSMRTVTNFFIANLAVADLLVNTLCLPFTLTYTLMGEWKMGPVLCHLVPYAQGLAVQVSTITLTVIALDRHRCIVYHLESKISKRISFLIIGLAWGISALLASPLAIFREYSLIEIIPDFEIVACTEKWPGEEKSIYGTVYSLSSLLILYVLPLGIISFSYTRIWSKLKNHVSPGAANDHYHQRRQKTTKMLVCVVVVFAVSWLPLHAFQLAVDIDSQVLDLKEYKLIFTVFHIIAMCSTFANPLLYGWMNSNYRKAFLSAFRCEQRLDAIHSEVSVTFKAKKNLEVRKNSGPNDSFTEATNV
* marks the source's active call; other numbers are inactive results; · = not tested or not shown. Rows were taken by chance; about 3.5% have a hit in one of these screens.

Assay codes: A = Hck-Nef inh; B = Runt-SMMHC FRET; C = NPY Y1 blocker; D = Mdm2 ligase inh; E = p97 inhibitor; F = Runt-CBFb FRET; G = NPY1 pot ag; H = RBBP9 inhibitor; I = NPY2 pot ag
1	Cc1nn(Cc2ccccc2)c(Cl)c1/C=C/C(=O)OC(C)C(=O)N1CCCC1 (stereo unspecified)
  A = 23 | B = -7 | C = 3 | D = -5 | E = 0 | F = 0 | G = 17 | H = -9 | I = 7

2	Cc1cc(SCC(=O)N(C)CC(=O)Nc2ccc(F)cc2)nc2ccccc12
  A = 0 | B = -1 | C = 1 | D = -4 | E = 2 | F = 0 | G = 9 | H = -9 | I = 5

3	Cc1cc(SCNC(=O)c2ccccc2)nc(C(C)C)n1
  A = 25 | B = 16 | C = -5 | D = -11 | E = -2 | F = 43 | G = 11 | H = -6 | I = 10

4	Cc1cc(C)nc(N/N=C/c2cn[nH]c2-c2ccccc2)n1
  A = 4 | B = 2 | C = · | D = -14 | E = 4 | F = 0 | G = 7 | H = -2 | I = 0

5	Cc1ccc(-n2[nH]c(C)c(/C=N/Nc3ccc([N+](=O)[O-])cc3[N+](=O)[O-])c2=O)cc1
  A = 1 | B = -7 | C = -1 | D = -11 | E = -26 | F = -9 | G = -15 | H = -5 | I = 2

6	O=C(O)CC(NC(=O)OCc1ccccc1)c1ccc(Br)cc1 (stereo unspecified)
  A = 1 | B = -5 | C = 19 | D = -5 | E = -4 | F = 1 | G = -14 | H = -5 | I = 2

7	c1ccc(Nc2nnc(SCc3cccc4ccccc34)s2)cc1
  A = 8 | B = 2 | C = 0 | D = -14 | E = 0 | F = 1 | G = 0 | H = -6 | I = -3

8	O=C(O)c1cccc(NC(=O)C2CCCO2)c1 (stereo unspecified)
  A = -3 | B = -3 | C = 0 | D = 0 | E = -1 | F = 2 | G = 1 | H = -6 | I = 7

9	Cc1cc(C)nc(SCc2cn3c(C)cccc3n2)n1
  A = 23 | B = -1 | C = · | D = 2 | E = 0 | F = 3 | G = -14 | H = -7 | I = 4

10	Cc1cc(NC(=O)CCC(=O)N(Cc2cccs2)C(C(=O)NC2CCCC2)c2ccncc2)no1 (stereo unspecified)
  A = 7 | B = 4 | C = 4 | D = -4 | E = -1 | F = 0 | G = -1 | H = -8 | I = -9

11	CCc1ccc(OCC(=O)N/N=C\c2ccco2)c([N+](=O)[O-])c1
  A = 13 | B = -2 | C = -1 | D = 11 | E = 1 | F = 1 | G = 15 | H = 3 | I = -8

12	Cc1ccc2nsnc2c1NC(=S)NC(=O)c1ccco1
  A = 10 | B = 0 | C = -4 | D = -4 | E = 5 | F = 10 | G = 4 | H = 5 | I = 0

13	COC(=O)c1ccc(Cl)c(NC(=O)NC2CCCCC2)c1
  A = 4 | B = -2 | C = -4 | D = -23 | E = 5 | F = 1 | G = 4 | H = -1 | I = 0

14	CC(/C=C/C=C/c1ccccc1)=N/NC(=O)CNc1ccc(C)cc1
  A = -2 | B = -4 | C = 0 | D = -3 | E = -5 | F = 0 | G = -16 | H = -13 | I = 5

15	COC(=O)c1cc(=O)c2cccc(OC)c2[nH]1
  A = -13 | B = 5 | C = · | D = -11 | E = 4 | F = 4 | G = -4 | H = 6 | I = -14

16	CCCS(=O)(=O)c1c(S(=O)(=O)CCC)c2ccccn2c1C(=O)OC
  A = -1 | B = -1 | C = 0 | D = -15 | E = 0 | F = -3 | G = 22 | H = 7 | I = 16

17	C#CCN(C#N)c1nc(NCC)nc(NC(C)C)n1
  A = 7 | B = -1 | C = -4 | D = -16 | E = 1 | F = 0 | G = 6 | H = 0 | I = -7

18	O=C(CSC(=S)N1CCSCC1)c1ccccc1
  A = 23 | B = -5 | C = 5 | D = -34 | E = 2 | F = 1 | G = 1 | H = -9 | I = 7

19	COc1cccc(NC(=O)COC(=O)c2nc(Cl)ccc2Cl)c1
  A = -5 | B = -2 | C = -2 | D = 2 | E = 6 | F = 0 | G = -8 | H = -1 | I = -5

20	CC(C)c1onc(C(=O)N2CCCCC2)c1[N+](=O)[O-]
  A = 2 | B = 2 | C = 0 | D = -12 | E = -2 | F = -1 | G = 2 | H = -6 | I = -2

21	O=C(OCC#Cc1c(COC(=O)c2ccccc2)nnn1Cc1ccccc1)c1ccccc1
  A = 15 | B = 1 | C = · | D = -2 | E = · | F = -2 | G = · | H = · | I = ·

22	CO/N=C1\CCn2c1c(C)c1ccccc12
  A = 21 | B = -2 | C = · | D = -16 | E = 6 | F = -1 | G = -35 | H = 2 | I = -6

23	BrC(/C=C\c1ccccc1)=N/Nc1nc(N2CCOCC2)nc(N2CCOCC2)n1
  A = 19 | B = -3 | C = -4 | D = -16 | E = 2 | F = 1 | G = 6 | H = -15 | I = 4

24	CC(C)N(Cc1nc(-c2ccccc2)no1)C(=O)C(Cl)(Cl)Cl
  A = -16 | B = -1 | C = 3 | D = -12 | E = -5 | F = 1 | G = -23 | H = 0 | I = -25

25	CCC(=O)N1N=C(c2ccc(C)cc2)CC1c1ccco1 (stereo unspecified)
  A = 3 | B = 4 | C = · | D = 0 | E = -7 | F = 0 | G = 4 | H = -3 | I = -20

26	CC(C)c1ccc(/C=C/c2ccc(=O)n(C)n2)cc1
  A = 2 | B = 1 | C = 0 | D = -23 | E = -1 | F = -5 | G = 15 | H = -1 | I = 8

27	CC1CCc2cc(F)cc3c(O)c(C(=O)NCC4CCCO4)c(=O)n1c23 (stereo unspecified)
  A = 1 | B = -6 | C = 8 | D = -7 | E = 2 | F = -7 | G = 6 | H = -4 | I = -15

28	Cc1ccc(NC(=S)c2nc3ccccc3[nH]2)cc1
  A = -3 | B = 1 | C = -1 | D = -40 | E = -6 | F = 0 | G = -16 | H = -9 | I = -10

29	Cc1nc(-c2ccccc2)sc1C(N)=O
  A = 1 | B = -1 | C = 5 | D = -12 | E = -3 | F = 0 | G = -17 | H = -5 | I = -10

30	Cc1ccc(N2CC(C(=O)OCc3ccccc3)CC2=O)cc1 (stereo unspecified)
  A = 0 | B = -2 | C = 7 | D = 7 | E = 3 | F = -2 | G = 12 | H = -4 | I = -1

31	O=C(NCc1ccccc1)C12CN(Cc3ccccc3)CC1C(c1ccc([N+](=O)[O-])cc1)=NO2 (stereo unspecified)
  A = -1 | B = 4 | C = 9 | D = 16 | E = 2 | F = 2 | G = 0 | H = -9 | I = 3

32	Cc1[nH]n(-c2ccccc2)c(=O)c1/C=N/N(C)c1ccccc1
  A = 3 | B = 1 | C = -1 | D = -12 | E = -2 | F = 4 | G = -7 | H = 0 | I = 5

33	Cc1cc(C)c2c(N)c(S(=O)c3ccc(C(C)(C)C)cc3)sc2n1 (stereo unspecified)
  A = 3 | B = 47 | C = -3 | D = -7 | E = 2 | F = 36 | G = 10 | H = 2 | I = 2

34	O=C(Nc1cc(Cl)ccc1Cl)C1CC(=O)N(c2ccccc2)C1 (stereo unspecified)
  A = -16 | B = -1 | C = 3 | D = -3 | E = 0 | F = -1 | G = -15 | H = -15 | I = -11

35	O=C(CCn1cccc1)Nc1nccs1
  A = 1 | B = 6 | C = 9 | D = -23 | E = -1 | F = -2 | G = 11 | H = 11 | I = 9

36	COC(=O)CSc1nnc(-c2ccc3c(c2)OCO3)n1C
  A = -2 | B = -6 | C = 6 | D = -12 | E = 3 | F = -1 | G = 3 | H = -4 | I = 0

37	COc1cc(/C=C/C(=O)OCC(=O)NC(=O)NC(C)C)cc(OC)c1OC
  A = 16 | B = 0 | C = 5 | D = -12 | E = 1 | F = 0 | G = 4 | H = 1 | I = 2

38	CC(=O)Nc1ccc(S(=O)(=O)Oc2cccc(/C=C3\SC(N)=NC3=O)c2)cc1
  A = 25 | B = 0 | C = -1 | D = -41 | E = 5 | F = -2 | G = 0 | H = -26 | I = 0

39	CC(C)c1ccc2nc(N)sc2c1
  A = 17 | B = 2 | C = 4 | D = -16 | E = 2 | F = 0 | G = 21 | H = 4 | I = -3

40	O=C1NN(c2ccccc2)C(=O)/C1=C\c1coc2ccc(O)cc2c1=O
  A = 71* | B = -1 | C = · | D = · | E = 14 | F = 5 | G = 13 | H = 6 | I = -3

41	Cc1nc(SCC(=O)Nn2c(-c3ccccc3)nc3ccccc3c2=O)n[nH]1
  A = 0 | B = -1 | C = -2 | D = -4 | E = -2 | F = 2 | G = 12 | H = -10 | I = -5

42	CCn1ccnc1CN(C)Cc1cn(-c2ccccc2)nc1-c1ccc(OC)cc1F
  A = 4 | B = 3 | C = 4 | D = 0 | E = -1 | F = 1 | G = -12 | H = -4 | I = 5

43	COC(=O)c1c(C)oc(C)c1S(=O)(=O)NCc1ccc(Cl)cc1
  A = 28 | B = 0 | C = · | D = -5 | E = -1 | F = -2 | G = -5 | H = 6 | I = -3

44	Cn1c(=O)c2c(nc(NCc3ccc4c(c3)OCO4)n2Cc2ccccc2F)n(C)c1=O
  A = 2 | B = 3 | C = 1 | D = -16 | E = 5 | F = 0 | G = -20 | H = 3 | I = 7

45	Cc1cccc(N2C(=O)CS/C2=N\NC(=O)c2cccnc2)c1C
  A = 21 | B = · | C = 1 | D = 3 | E = 4 | F = · | G = 9 | H = -10 | I = 7

46	COCCNC(=O)C(OC(=O)c1cc2oc(C)cc2n1C)C(C)C (stereo unspecified)
  A = 0 | B = -5 | C = -2 | D = -8 | E = -6 | F = -4 | G = 8 | H = -1 | I = -14

47	CC12CCC(C(=O)N3CCCc4ccccc43)(OC1=O)C2(C)C (stereo unspecified)
  A = -1 | B = 1 | C = 3 | D = -7 | E = 0 | F = -2 | G = 10 | H = 3 | I = 3

48	CCC(C)NC(=O)CCS(=O)(=O)c1ccc2c(c1)n(C)c(=O)c(=O)n2C (stereo unspecified)
  A = -1 | B = 0 | C = 6 | D = 0 | E = 7 | F = 2 | G = -12 | H = 0 | I = 15

Reformatted bar-delimited: part of the list above
item | smiles | Hck-Nef inh | Runt-SMMHC FRET | NPY Y1 blocker | Mdm2 ligase inh | p97 inhibitor | Runt-CBFb FRET | NPY1 pot ag | RBBP9 inhibitor | NPY2 pot ag
35 | O=C(CCn1cccc1)Nc1nccs1 | 1 | 6 | 9 | -23 | -1 | -2 | 11 | 11 | 9
39 | CC(C)c1ccc2nc(N)sc2c1 | 17 | 2 | 4 | -16 | 2 | 0 | 21 | 4 | -3
34 | O=C(Nc1cc(Cl)ccc1Cl)C1CC(=O)N(c2ccccc2)C1 (stereo unspecified) | -16 | -1 | 3 | -3 | 0 | -1 | -15 | -15 | -11
